CCHF vOTU inh: CCHFV vOTU protease inhibition; hit rate 0.55% among 370,000; inhibition, % at 11.5 µM; Pep-AMC fluorescence; note: 0% = vehicle wells with enzyme and 100% = no enzyme wells
VHR inh abs: blocks human VHR1 dual specificity phosphatase; inhibition, % at 13.3 µM; AID 1654; recombinant VHR phosphatase, pNPP absorbance; hit rate 0.52% among 290,000; in the data active = inhibition above about 50%; note: some compounds called inactive have numbers as strong as hits
Target sequence (P51452 whole entry, looked up): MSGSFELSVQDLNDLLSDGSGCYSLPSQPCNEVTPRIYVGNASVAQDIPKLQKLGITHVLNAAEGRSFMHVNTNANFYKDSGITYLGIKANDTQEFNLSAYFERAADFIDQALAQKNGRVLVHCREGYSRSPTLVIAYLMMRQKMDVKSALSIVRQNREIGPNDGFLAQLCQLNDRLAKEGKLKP
BoNT-F LC inh: inhibitors of Botulinum neurotoxin F light chain protease; inhibition, % at 10 µM; Multiplex microsphere protease cleavage assay, flow cytometry; hit rate 0.22% among 360,000; in the data active = inhibition above about 35%, passing the limit was not always enough; inconclusive = no clear call, values can overlap the other calls; note: plate controls were buffer without enzyme for full effect and enzyme alone for no effect
GDH-TPI counter: counter-screen for M. tuberculosis FBA inhibitors: GDH-TPI coupled enzymes; GDH-TPI coupled enzyme counterscreen, NADH absorbance; inhibition, % at 4.8 µM; hit rate 1.2% among 360,000; AID 588335;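 note: 0% = DMSO wells and 100% = wells lacking the enzyme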
FBA Mtb inh: inhibits M. tuberculosis FBA enzyme; P9WQA3; inhibition, % at 1 µM; purified M. tuberculosis FBA, fluorescence read-out; hit rate 2.3% among 360,000; in the data active = inhibition above about 27%;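 note: 0% = vehicle and 100% = reference inhibitor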
Target sequence (P9WQA3 whole entry, looked up): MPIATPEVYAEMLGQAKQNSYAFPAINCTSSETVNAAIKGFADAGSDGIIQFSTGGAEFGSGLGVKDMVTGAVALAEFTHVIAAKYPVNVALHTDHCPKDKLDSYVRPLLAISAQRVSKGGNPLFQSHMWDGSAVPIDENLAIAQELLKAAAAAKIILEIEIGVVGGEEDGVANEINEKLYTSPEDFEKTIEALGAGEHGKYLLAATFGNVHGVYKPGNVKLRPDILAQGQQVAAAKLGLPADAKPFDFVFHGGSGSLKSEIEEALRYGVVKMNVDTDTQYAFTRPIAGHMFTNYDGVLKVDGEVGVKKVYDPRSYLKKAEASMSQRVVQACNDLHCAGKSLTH
Mtb UGM inh: blocks M. tuberculosis UGM enzyme. P9WIQ1. purified UGM, fluorescence polarization probe displacement. inhibition, % at 10 µM. hit rate 0.06% among 320,000. AID 504406; in the data active = inhibition above about 10%, passing the limit was not always enough; inconclusive = no clear call, values can overlap the other calls
Rv3671c protease: Rv3671c (M. tuberculosis) protease inhibition; inhibition, % at 5.96 µM; hit rate 0.048% among 320,000; P9WHR9; in the data active = inhibition above about 38%;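 note: extracellular domain of Rv3671c used as enzyme; 0% = enzyme with DMSO and 100% = no enzyme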
Target sequence (P9WHR9 whole entry, looked up, the tested form may be a part): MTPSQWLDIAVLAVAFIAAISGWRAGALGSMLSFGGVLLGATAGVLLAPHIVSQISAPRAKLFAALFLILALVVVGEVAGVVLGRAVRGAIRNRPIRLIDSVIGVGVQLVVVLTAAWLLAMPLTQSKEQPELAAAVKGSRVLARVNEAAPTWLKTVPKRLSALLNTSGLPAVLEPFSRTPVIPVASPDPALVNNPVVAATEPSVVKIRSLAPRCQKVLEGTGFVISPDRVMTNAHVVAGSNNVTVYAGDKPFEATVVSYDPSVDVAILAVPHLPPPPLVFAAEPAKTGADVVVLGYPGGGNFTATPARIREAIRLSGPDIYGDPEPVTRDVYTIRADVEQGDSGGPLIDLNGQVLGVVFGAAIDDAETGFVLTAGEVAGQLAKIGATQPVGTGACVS
FadD28 FP inh: M. tuberculosis FadD28 bisubstrate binding inhibition; inhibition, % at 12.5 µM; hit rate 0.22% among 360,000; FadD28 bisubstrate probe binding, fluorescence polarization; in the data active = inhibition above about 8.5%, passing the limit was not always enough; inconclusive = no clear call, values can overlap the other calls
Mtb BioA inh: blocks M. tuberculosis BioA enzyme activity; purified M. tuberculosis BioA enzyme, plate reader; inhibition, % at 9.99 µM; hit rate 0.096% among 360,000; AID 602481; in the data active = inhibition above about 40%; inconclusive = no clear call, values can overlap the other calls
MazF activator: MazEF (E. coli) toxin RNase activation | P0AE70 | FAM/BHQ RNA-DNA oligo cleavage fluorescence, 5 h | activation, % at 20 µM | hit rate 0.32% among 350,000; in the data active = activation above about 50%
Target sequence (P0AE70 whole entry, looked up): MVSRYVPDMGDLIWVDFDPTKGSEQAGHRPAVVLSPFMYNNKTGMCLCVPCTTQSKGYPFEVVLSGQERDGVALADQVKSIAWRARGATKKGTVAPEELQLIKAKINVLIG
Active calls of the source: *; u = inconclusive; x = no result given; + = active, no number; & = joins results of further samples. Cut-off read from the data, not from the text of the source, unless noted: active = inhibition above about 30%; inactive = the rest. Compounds as they come; overall some 4.9% were active at least once.

SMILES	CCHF vOTU inh	VHR inh abs	BoNT-F LC inh	GDH-TPI counter	FBA Mtb inh	Mtb UGM inh	Rv3671c protease	FadD28 FP inh	Mtb BioA inh	MazF activator
O=C(O)c1cc(N2CCCC2)ccn1	-6	x	9	9	3	x	x	1.2	x	4
O=C(O)c1cc(-c2ccc(N3CCOCC3)cc2)nn1-c1ccccc1Cl	-7	9	0	5	1	2.0	10	-0.9	x	-17
CCOc1ccc(CN(C)CC(=O)Nc2cccc3ccccc23)cc1OC	10	0	-1	-4	2	0.5	-1	-4.9	0.3	-3
COc1cc(CC(=O)Nc2ccc(Cl)c(C(F)(F)F)c2)cc(OC)c1OC	6	1	-6	0	0	-0.1	-13	-3.7	x	-1
CS(=O)(=O)c1ccc2nc(NC(=O)Nc3ccccc3F)sc2c1	-2	4	u	5	1	3.8	-2	-0.4	-0.5	-13
CCNC(=O)CSc1nnc(-c2cccs2)o1	-11	34	-2	-1	0	0.3	-2	-1.7	x	9
COC(=O)c1c(NC(=O)C2CC2)sc2c1CCN(C(C)=O)C2	10	26	-6	15	6	-2.0	-3	0.3	1.4	3
O=Cc1ccccc1Oc1ccccc1	16	7	-3	-4	-3	2.5	3	-3.8	1.6	0
CC(Cn1cncn1)C(=O)N1CCN(S(=O)(=O)c2ccc(Cl)cc2)CC1 (centres undefined)	-7	36	15	7	-1	-0.2	-1	-3.8	0.1	11
COc1cc2oc(=O)cc(CN3CCOCC3)c2cc1Cl	-4	x	-6	x	4	x	x	-1.3	0.8	x
Cn1c(NCCN2CCCC2)nc2cc(-c3cccc(C(F)(F)F)c3)sc2c1=O	x	x	-1	14	2	x	x	-14	0.2	x
O=C(NCc1ccncc1)c1ccc(Cl)c(S(=O)(=O)N2CCCCC2)c1	-9	23	-4	6	8	-0.5	5	0.4	x	4
O=c1c(Br)c(NCc2ccccc2)cnn1-c1ccc(F)cc1	14	36	-4	2	1	-1.9	-12	-3.1	x	-15
CCOC(=O)CCC(=O)N1CCOCCOCCN(C(=O)CCC(=O)OCC)CCOCCOCC1	-11	22	-6	13	0	-0.4	1	-0.9	-0.1	6
CC1CCCCN1S(=O)(=O)c1cnc(Cl)c(Br)c1 (centres undefined)	-5	-5	1	-5	-6	-0.2	-5	-4.3	x	17
CC(NC(=O)c1ccc([N+](=O)[O-])o1)C1CC2CCC1C2 (centres undefined)	x	x	1	16	-1	-1.3	0	0.4	-3.4	0
CCOC(=O)/C=C1\CN(CCC(C)C)S(=O)(=O)c2ccccc21	18	-7	7	3	2	0.0	13	0.9	2.8	8
CN1C(=O)C(Cc2ccsc2)C(=O)N(C)C1=O	18	25	-2	5	-2	-1.0	-5	-1.2	-0.9	-3
C=CCn1cnc2c(nnn2-c2ccc(C)c(C)c2)c1=O	-14	20	-3	-4	-8	-0.6	17	-3.7	x	4
Cc1ccc(SCCNC(=O)c2ccccc2C)cc1	9	20	4	6	-4	-3.7	5	-1.9	0.8	4
COc1ccc(CCN(Cc2cccs2)S(=O)(=O)c2ccc(S(=O)(=O)N(C)C3CCCCC3)cc2)cc1OC	-23	15	1	-6	-1	-2.1	-11	-4.7	-0.9	11
Cc1cc(C)c2c(c1)/C(=N/Nc1ccc(S(N)(=O)=O)cc1[N+](=O)[O-])CCC2	2	11	-6	13	4	1.2	-6	-1.9	x	2
NC(=O)C1=C[C@H](c2ccc3c(c2)OCO3)C[C@H](OCc2ccc(CO)cc2)O1	18	12	0	-7	1	0.2	-12	-5.5	0.8&1.1	7
Cc1noc(C)c1S(=O)(=O)Nc1ccccc1Cl	14	-15	9	-1	-1	0.8	-4	-0.7	-0.1	1
O=C(Nc1ccc(Cl)cc1)OCc1cncs1	16	-16	4	-7	-3	2.1	3	-5.4	1.3	8
C(=Cc1nc2ccccc2o1)c1ccc2c(c1)OCO2	-1	x	-2	30	4	x	x	-1.2	-1.7	-9
O=C(NCCCc1ccccc1)c1ccc(CS(=O)Cc2ccccc2Cl)o1 (centres undefined)	15	-4	3	-10	0	-2.1	-3	-3.1	5.2	-1
CC(=O)Nc1ccc(NC(=O)c2cc(=O)c3ccc(C)cc3o2)cc1	-1	-2	11	11	0	-7.6	6	x	2.4	3
O=C(N/N=C/c1ccc(OC(F)F)cc1)C1=COCCO1	-3	30	-6	-2	-4	0.4	4	-3.2	5.0	-20
CCOC(=O)c1cc(=O)c2c([N+](=O)[O-])ccc(OC)c2o1	3	33	6	6	-3	0.0	-3	-3.1	17	-4

Profiles as entered above.
CC(=O)Nc1ccc(NC(=O)c2cc(=O)c3ccc(C)cc3o2)cc1 is listed with CCHF vOTU inh = -1; VHR inh abs = -2; BoNT-F LC inh = 11; GDH-TPI counter = 11; FBA Mtb inh = 0; Mtb UGM inh = -7.6; Rv3671c protease = 6; FadD28 FP inh = x; Mtb BioA inh = 2.4; MazF activator = 3
COc1ccc(CCN(Cc2cccs2)S(=O)(=O)c2ccc(S(=O)(=O)N(C)C3CCCCC3)cc2)cc1OC is listed with CCHF vOTU inh = -23; VHR inh abs = 15; BoNT-F LC inh = 1; GDH-TPI counter = -6; FBA Mtb inh = -1; Mtb UGM inh = -2.1; Rv3671c protease = -11; FadD28 FP inh = -4.7; Mtb BioA inh = -0.9; MazF activator = 11

Remaining list, next part.
SMILES	CCHF vOTU inh	VHR inh abs	BoNT-F LC inh	GDH-TPI counter	FBA Mtb inh	Mtb UGM inh	Rv3671c protease	FadD28 FP inh	Mtb BioA inh	MazF activator
CCOC(=O)/C=C/[C@H]1CC2(CCO1)SCCCS2	0	x	-4	-4	-1	2.6	0	-0.7	0.9	2
O=C(Cc1ccccc1)Nc1ccc(S(=O)(=O)N2CCOCC2)cc1	4	-14	-14	1	0	0.3	5	0.0	x	4
CCCc1cc(=O)[nH]c(SCC(=O)c2cc(C)n(CCOC)c2C)n1	2	12	3	-2	-2	3.8	-6	0.3	0.9	0
COc1cc(/C=C/c2noc(-c3ccccc3O)n2)cc(OC)c1OC	-13	-7	1	9	-1	-0.4	-7	-1.4	-2.2	1
COc1ccc(CCC(N)=O)cc1OC	1	23	-8	9	3	3.3	-5	0.5	-1.1	-3
c1cc(-c2nn[nH]n2)ccc1CN1CCCCC1	-2	17	-11	7	3	-2.2	12	-0.2	-2.6	-4
CCOC(=O)c1ccc(NC(=S)Nc2ccc3[nH]c(=O)[nH]c3c2)cc1	17	17	-2	-3	1	-0.1	1	-0.6	-0.8	0
COc1cc(COc2ccc3c(C)c(CCC(=O)O)c(=O)oc3c2)cc(OC)c1OC	-23	-3	-14	14	19	-1.2	-2	-2.2	0.8	-8
Cc1cc(C(=O)CC#N)c(C)n1-c1c(C)n(C)n(-c2ccccc2)c1=O	1	-18	-3	-4	2	-0.8	-9	-1.4	x	4
CC1(C)C2CCC(C2)C1(C)NC(=O)CN1CCCC1 (centres undefined)	8	20	-3	-3	5	0.8	2	0.9	6.6	8
Cc1ccc(CN(C)C(=O)c2cc(S(=O)(=O)N3CCOCC3)ccc2F)o1	-6	x	26	1	4	3.6	-2	-1.1	-0.4	6
CCOC(=O)C1=CCN(S(=O)(=O)c2ccccc2Br)C1c1ccccc1 (centres undefined)	7	x	-2	x	0	x	x	-2.5	6.2	x
O=C1c2ccccc2C(Nc2cccnc2)N1Cc1ccccc1Cl (centres undefined)	-2	1	-8	-1	5	-0.6	7	-1.1	-4.4	7
COc1ccccc1NC(=O)Nc1nc(C(N)C(C)C)cs1 (centres undefined)	-2	x	-12	9	3	x	x	-1.1	2.0	x
Cc1nnc(N(C)C(=O)c2ccc3c(c2)OCO3)s1	15	-3	-2	1	1	-1.8	-12	-1.5	-2.0	1
C=CCC[C@H](Cc1ccc(F)cc1)C(=O)OC[C@H](Cc1c[nH]c2ccccc12)NC(=O)[C@H](CC=C)CC(=O)NCCO	19	x	-2	2	1	-1.4	4	-2.8	-0.4	10
COc1cccc(C(c2c(NC(=O)c3ccccc3)sc(C)c2C)N2CCN(C)CC2)c1 (centres undefined)	1	46	-1	5	2	-3.5	8	0.5	x	-1
CC(=O)Oc1ccc(Cn2cnc3cc4ccccc4cc32)cc1	12	0	5	10	-2	2.6	1	-2.3	-1.2	-1
Cc1ccccc1NC(=O)Cc1nc(COC(=O)Cc2cccc(C(F)(F)F)c2)cs1	18	x	3	6	-6	x	x	-3.2	0.0	-3
O=C(CSc1nc2ccccc2n1CC(=O)N1CCCC1)NCc1ccc2c(c1)OCO2	2	-20	-2	-3	-4	0.7	-1	-0.8	-0.6	-5
COc1cccc(C(NC(C)=O)c2nc(-c3cccc(O)c3)cs2)c1 (centres undefined)	-6	x	1	11	5	x	x	-2.9	1.8	x
CN(CC(=O)Nc1ccc(N2CCOCC2)cc1)CC(=O)Nc1ccc(N2CCOCC2)cc1	0	30	-11	4	-2	-3.0	-3	-0.6	x	2
O=S(NC1CCCCC1)C12CC3CC(CC(C3)C1)C2 (centres undefined)	-3	4	0	3	0	1.6	0	-2.5	-0.7	-4
O=C(Nc1ccncc1)c1ccc2ncsc2c1	7	x	2	10	-2	1.8	3	-3.2	17	4
COc1ccc(NS(=O)(=O)c2ccc3c(c2)CCN3C(=O)CCC(=O)O)cc1OC	8	17	-2	1	0	-2.0	-15	-1.9	-0.6	1
Cc1ccc(S(=O)(=O)Nc2nc(CN3CCOCC3)nc3sc(C(=O)O)c(C)c23)cc1	-3	x	0	11	8	x	x	-3.0	-0.9	2
CCC(C)C(CO)NCCCn1ccc(NC(=O)OCc2ccccc2)nc1=O (centres undefined)	5	x	-2	-4	4	x	x	-2.8	-0.3	14
O=C1c2cccnc2C(=O)N1Cc1ccc(S(=O)(=O)N2CCN(c3ccc(Cl)cc3)CC2)cc1	4	18	-8	4	-1	1.6	-4	-3.1	x	1
C=CC[C@@H](CC(=O)N(CCO)Cc1ccccc1)C(=O)N[C@H](COC(=O)[C@@H](CC=C)CC(=O)OC(C)(C)C)Cc1c[nH]c2ccccc12	23	x	-7	6	-1	-0.5	-4	-1.8	-0.7	0
Nc1nonc1-n1nnc(C(=O)N/N=C/c2ccccc2)c1CSc1ccc(Cl)cc1	7	-4	1	-2	-2	3.0	8	-3.5	x	3
Cc1cccc(C(=O)NCN2CCN(c3ccccc3C#N)CC2)c1	2	x	5	7	5	x	x	-0.9	-1.4	6
O=C1CCSc2ccc(Cl)cc2N1Cc1cccc(Cl)c1	14	47	-22	-5	10	-0.7	0	1.1	6.4	-7
CC[C@]12c3[nH]c4cc(CCC(=O)N(C)C)ccc4c3CCN1C(=O)[C@@H](CC(=O)NCCCOC)C[C@@H]2C(=O)N1CCN(C(=O)c2ccco2)CC1	-8	x	2	2	2	x	x	-0.5	0.6	11
O=C(NCCc1ccc(Cl)cc1)C1CCC(=O)N1Cc1ccc(F)cc1 (centres undefined)	5	-9	-2	-6	-3	1.9	-5	-1.7	1.3	0
C#CCOc1nc(C)cc(C)c1S(=O)(=O)c1ccccc1C	13	-5	-3	3	-1	1.3	-1	-2.2	x	-2
CCOC(=O)c1sc(C)c2c(=O)n(Cc3ccc(Cl)cc3)cnc12	1	-1	-6	-3	3	-3.8	4	-0.2	x	-31
CS(=O)(=O)N1CCN(C(=O)c2cc(-c3ccncc3)nc3ccc(Cl)cc23)CC1	3	4	-1	6	-2	-0.8	-1	-3.2	-0.7	-5
Cc1ccc(-n2c(-c3c(-c4ccccc4)noc3C)n[nH]c2=S)cc1	5	19	-1	21	-3	-0.2	9	-2.6	-0.9	-5
O=C(Nc1ccccc1F)c1ccc(CN2CCN(c3ccccc3)CC2)cc1	1	35	6	5	2	-2.8	-3	-0.9	0.6	10
O=C(COC(=O)c1cc(=O)[nH]c(=O)[nH]1)NCc1ccccc1	24	48	0	3	-1	-1.1	1	-2.2	x	4
c1ccc(-c2ccc(-c3ccccn3)s2)nc1	-215	-3	-4	29	+	1.6	-3	-0.9	-2.1	8
O=C(CCN1C(=O)/C(=C/c2ccccc2F)SC1=S)Nc1cccnc1	16	8	9	-2	1	-0.2	-5	-2.9	4.1	-10
Cc1ccc(CN2CC(C(=O)O)CC2=O)cc1 (centres undefined)	-2	-4	u	12	-2	1.1	-14	-0.8	-0.1	-11

Source: PubChem BioAssay
